NPY Y1 blocker: antagonists of human neuropeptide Y receptor Y1 | HEK293-CNG Y1 cells, membrane potential fluorescence; NPY at EC95, then isoproterenol | inhibition, % at 3.6 µM | hit rate 1% among 200,000;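 active means inhibition above the campaign mean inhibition of all tested compounds plus 3 SD, cut at about 20% in these data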;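 further: 0% = DMSO wells given NPY plus isoproterenol and 100% = isoproterenol alone without NPY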
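material = HEK293 cells with Y1 receptor plus CNG channel | also added = NPY 25 nM then isoproterenol 1 µM plus Ro 20-1724 25 µM | schedule = dye 3 h, compound 60 min room temperature, stimulation 45 min | measured by = membrane potential fluorescence | benchmarks = high control isoproterenol alone, low control NPY with isoproterenol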
CHOP inh: blocks CHOP induction under ER stress; CHO-K1 CHOP-promoter luciferase, tunicamycin-induced, 15-18 h; inhibition, % at 10 µM; hit rate 3.8% among 220,000; AID 2732;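 active means compounds that reduced the stress-induced luciferase reporter signal by more than about 70% of percent inhibition, limit read from the data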;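 further: 0% = tunicamycin plus vehicle and 100% = wells without tunicamycin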
NPY-Y1 PAM-ag: potentiators or agonists of human neuropeptide Y receptor Y1; NPY-Y1 expressing cells, potentiator/agonist activation; activation, % at 3.6 µM; hit rate 0.37% among 220,000; in the data active means activation above about 33%, passing the limit was not always enough;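 further: cells stimulated with NPY at EC10 then isoproterenol at EC100; 0% = low agonist plus stimulus and 100% = saturating agonist plus stimulus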
NPY-Y2 PAM-ag: potentiates or activates human NPY-Y2 receptor; cells expressing NPY-Y2, potentiator/agonist read-out; activation, % at 3.6 µM; hit rate 0.45% among 220,000; in the data active means activation above about 27%;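 further: cells stimulated with NPY near EC25 plus isoproterenol at EC100; 0% = vehicle plus submaximal agonist and 100% = vehicle plus saturating agonist; some results beyond the cut were filed as inactive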
Target sequence (P49146 whole entry, looked up): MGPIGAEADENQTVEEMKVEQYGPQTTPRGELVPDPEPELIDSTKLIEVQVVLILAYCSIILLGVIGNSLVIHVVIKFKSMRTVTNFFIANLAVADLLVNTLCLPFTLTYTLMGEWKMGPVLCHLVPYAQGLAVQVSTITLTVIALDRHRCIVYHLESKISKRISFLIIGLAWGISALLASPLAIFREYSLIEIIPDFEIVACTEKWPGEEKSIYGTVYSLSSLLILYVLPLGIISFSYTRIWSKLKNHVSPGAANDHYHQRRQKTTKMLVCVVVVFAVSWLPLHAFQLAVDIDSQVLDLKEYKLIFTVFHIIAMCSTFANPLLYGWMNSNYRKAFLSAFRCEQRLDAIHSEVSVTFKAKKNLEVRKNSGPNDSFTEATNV
TRPML3 ag: human mucolipin-3 channel agonism; Q8TDD5; HEK293 TRPML3-YFP, Fluo-8 calcium fluorescence; 100% = the carbachol control signal; activation, % at 3 µM; hit rate 0.29% among 220,000;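 active means activation above its plate's cutoff, the mean activation of the plate's test wells plus 3 SD, cut at about 12% in these data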;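 further: 0% = DMSO only wells and 100% = carbachol wells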
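Test system: TRPML3-YFP stable HEK293 cells. Doses: single point at 3 µM. Incubation: dye loading 1 h 37 °C then 30 min ambient, 125 s read. Signal: Fluo-8 calcium dye fluorescence, ex 470-495, em 515-575 nm. Measure: percent activation from peak-to-basal fluorescence ratio, scaled between DMSO and carbachol.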
S1P4 antagonist: blocks the human S1P4 receptor | O95977 | S1P4-expressing cells, antagonist mode, reporter read-out | inhibition, % at 4.98 µM | hit rate 0.26% among 220,000; in the data active means inhibition above about 29%;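 further: 0% = wells stimulated with agonist and 100% = vehicle wells without agonist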
TRPN1 ag: agonists of zebrafish TRPN1 channel | HEK293 zebrafish TRPN1-YFP, Fluo-8 calcium fluorescence; 100% = response to 87 µM carbachol | activation, % at 3 µM | hit rate 0.18% among 220,000 | AID 1424;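 active means activation above its plate's cutoff, the mean activation of test wells on that plate plus 3 SD, cut at about 19% in these data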;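 further: 0% = DMSO alone and 100% = 87 µM carbachol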
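Control set: carbachol 87 µM as high control, DMSO as low control; system: HEK293 stable line with zebrafish TRPN1-YFP; read-out: % activation versus carbachol response; detection: intracellular calcium fluorescence with Fluo-8; doses: single test compound dose, 3 µM nominal, 0.3% DMSO; schedule: dye 1 h 37 °C plus 30 min RT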
EP2 modulator: modulators of human EP2 prostaglandin E2 receptor | AID 940 | EP2-expressing cells, cAMP HTRF FRET, PGE2 co-stimulation | hit rate 0.83% among 260,000 | P43116 | induction, % at 25 µM;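 active means compounds whose cAMP rise, as percent of the full-agonist control response, exceeds 60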;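 further: rat C6 glioma line stably carrying human EP2 under a CMV promoter; the protocol text gives 20 µM as final concentration; 100% = response of wells given 1 µM PGE2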
Target sequence (P43116 whole entry, looked up): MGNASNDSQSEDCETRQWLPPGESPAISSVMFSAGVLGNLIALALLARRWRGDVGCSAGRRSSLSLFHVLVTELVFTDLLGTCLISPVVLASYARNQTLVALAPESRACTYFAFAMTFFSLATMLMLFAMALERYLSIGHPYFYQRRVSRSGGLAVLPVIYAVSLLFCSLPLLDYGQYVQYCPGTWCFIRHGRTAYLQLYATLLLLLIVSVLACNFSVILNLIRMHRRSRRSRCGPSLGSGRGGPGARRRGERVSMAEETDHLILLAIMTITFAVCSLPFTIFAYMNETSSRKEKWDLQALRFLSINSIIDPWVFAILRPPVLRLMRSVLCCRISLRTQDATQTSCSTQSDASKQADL
S1P4 ag: human S1P4 receptor agonism; S1P4-expressing cell line, agonist reporter assay; O95977; hit rate 0.35% among 220,000; AID 1509; activation, % at 4.98 µM; in the data active means activation above about 11%;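 further: 0% = DMSO vehicle and 100% = reference agonist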
* = called active by the depositor; . = not tested or not shown; & = joins results of further samples. This is a random part of the collection. About 6.5% of those tested had a hit in this group.

entry	Compound	NPY Y1 blocker	CHOP inh	NPY-Y1 PAM-ag	NPY-Y2 PAM-ag	TRPML3 ag	S1P4 antagonist	TRPN1 ag	EP2 modulator	S1P4 ag
1	O=C/C(=C\Nc1ccc(Br)cc1)c1nc2ccccc2o1	4	74*	1	-6	0.7	-20	0.3	23	-0.4
2	CCOC(=O)/C(C#N)=C1\SS/C(=C(/C#N)C(=O)OCC)S1	.	-46	0	13	0.4	7	1.1	-25	0.9
3	C/C(=C\c1ccccc1)C1NC(=O)c2c(sc3c2CCCC3)N1 (configuration not stated)	-4	69	-28	3	0.1	0	3.8	30	1.2
4	O=C1CC(N2CCN(S(=O)(=O)c3ccccc3)CC2)C(=O)N1c1ccccc1 (configuration not stated)	.	0	20	4	0.2	-15	2.6	-1	-0.1
5	CC(C)NC(=O)c1n[nH]c(=O)c2ccccc12	7	21	-37	-23	0.7	-8	-0.7	26	-0.8
6	CCC(C)C(Nc1ccc(C(=O)OC)cc1[N+](=O)[O-])C(=O)OC (configuration not stated)	3	89*	-36	-7	0.6	-19	-1.2	42	0.5
7	CCOc1cccc(NC(=O)CSc2nncn2N)c1	2	4	-11	-17	0.3	8	-0.4	14&10	-3.7
8	CC1CCN(c2nc3c(c(=O)[nH]c(=O)n3C)n2Cc2ccccc2)CC1	2	41	-10	-7	0.6	5	1.9	10&18	-1.2
9	COc1ccc(/C(C)=N/NC(=O)OC(C)(C)C)cc1[N+](=O)[O-]	.	-13	1	-9	0.5	-2	0.5	-1	-1.6
10	COc1ccc2c(c1)CCN1C2CCN2C(=O)CCC21 (configuration not stated)	.	-5	-20	14	1.1	21	3.4	3	-0.1
11	CN(C)S(=O)(=O)c1ccc(N=Cc2c(C(F)(F)F)[nH][nH]c2=O)cc1	4	-3	-10	3	1.1	-7	0.2	19	1.9
12	CCOC(=O)C1=NNC(C(=O)c2ccc(C)cc2)C1c1ccc(OC)cc1 (configuration not stated)	11	19	-7	-9	-0.2	2	-1.3	0	-0.4
13	CCOc1ccccc1NC(=O)CSc1nccn1-c1ccccc1	4	23	12	8	0.1	-30	-2.2	21	-1.8
14	Cc1ccccc1CSCCNC(=O)c1ccc(N(C)S(=O)(=O)c2ccccc2)cc1	11	18	-25	-5	1.3	-7	3.2	-39	-1.4
15	CCSc1nnc(NC(=O)Cc2ccc(OC)c(OC)c2)s1	8	-6	-30	-21	0.4	8	0.9	29	-1.3
16	O=S(=O)(c1ccc(Cl)cc1)N1CCC(O)(c2cccnc2)CC1	5	8	4	11	-0.1	-5	-0.5	2&1	1.3

A different layout for part of the listing above:
11	CN(C)S(=O)(=O)c1ccc(N=Cc2c(C(F)(F)F)[nH][nH]c2=O)cc1
12	CCOC(=O)C1=NNC(C(=O)c2ccc(C)cc2)C1c1ccc(OC)cc1 (configuration not stated)

assay / entry,11,12
NPY Y1 blocker,4,11
CHOP inh,-3,19
NPY-Y1 PAM-ag,-10,-7
NPY-Y2 PAM-ag,3,-9
TRPML3 ag,1.1,-0.2
S1P4 antagonist,-7,2
TRPN1 ag,0.2,-1.3
EP2 modulator,19,0
S1P4 ag,1.9,-0.4

(continued)
entry	Compound	NPY Y1 blocker	CHOP inh	NPY-Y1 PAM-ag	NPY-Y2 PAM-ag	TRPML3 ag	S1P4 antagonist	TRPN1 ag	EP2 modulator	S1P4 ag
17	CC(C)(C)c1ccc(/C=N/N2CCN(c3ccccn3)CC2)cc1	.	10	27	2	-0.1	0	0.1	35	-0.3
18	Cc1cc(N2CCN(Cc3cn(C)nc3-c3cccc(Cl)c3)CC2)cc(C)n1	8	-2	-22	-15	1.1	-10	1.6	-35	-0.1
19	Cc1nc(CNS(=O)(=O)c2ccc(Oc3ccccc3)cc2)cs1	-3	.	-32	-1	1.6	-24	5.2	-9	0.9
20	COc1ccccc1N1CCN(C(=O)c2coc(=O)c(Br)c2)CC1	.	-6	-1	-23	0.5	-3	-0.8	-24	0.1
21	CCc1cc(C(c2ccccn2)N2CCN(C)CC2)c(NC(=O)c2ccccc2)s1 (configuration not stated)	5	-6	-5	-12	-0.1	2	-2.4	13	1.6
22	COc1cc(C2N(c3ccccc3)CCN2c2ccccc2)ccc1OC(C)=O	0	14	-4	-9	0.4	-7	-2.3	23	-1.7
23	CN1C(=O)/C(=C/c2ccc(O)c([N+](=O)[O-])c2)N(C)C1=S	0	21	6	-14	1.0	2	1.4	10	1.1
24	O=C1NCCN1C(=O)c1ccco1	5	4	2	6	0.3	5	0.5	12	0.2
25	COc1cccc(CN2CCN(C3CCN(c4ccccc4F)CC3)CC2CCO)c1 (configuration not stated)	-1	31	10	-13	1.4	3	2.4	25	1.0
26	O=C(COc1ccccc1)c1cn(CC(=O)N2CCOCC2)c2ccccc12	7	8	-15	-15	0.2	4	0.4	5	-0.4
27	Cc1ccc(-c2nnc(SCC(=O)CC(=O)Nc3ccccc3)n2C)cc1	-1	7	-16	6	0.8	-6	1.1	24	0.6
28	O=C(CCn1nc(-c2ccccc2)c2ccccc2c1=O)N1CCN(c2ccccc2)CC1	10	18	2	-20	-0.4	-6	0.1	-11	0.5
29	CC1CN(C(=O)c2ccccc2C(=O)c2ncc[nH]2)CC(C)O1 (configuration not stated)	2	-7	4	-3	-0.1	-7	0.2	23	1.6
30	CC/C(=N\NC(=S)Nc1ccc(OC)cc1)c1ccc(OC(F)F)cc1	10	-3	-6	15	0.1	2	1.4	10	0.6
31	COc1ccccc1C(c1nnnn1C(C)(C)C)N1CCN(Cc2ccccc2)CC1 (configuration not stated)	5	-9	-17	2	1.2	12	0.2	6	-2.0
32	N#Cc1nc(COc2ccccc2)oc1N1CCN(c2cccc(Cl)c2)CC1	-2	35	-11	-17	-0.2	-5	-0.1	-13	-1.0
33	CC(C)(C)N(NC(=O)Nc1ccccc1)C(=O)c1ccccc1Cl	1	2	-18	-26	0.5	-17	-1.1	15	0.4
34	Clc1ccc(-c2nnc(-c3ccc(Br)o3)o2)c(Cl)c1	0	68	7	1	0.8	-9	-0.5	15	0.5
35	Cc1nc2ccccc2c2oc(C(=O)Nc3ccc4c(c3)OCCO4)cc12	1	-15	-1	-6	0.1	-22	-0.2	-14	-1.8
36	CCCN1C(=O)/C(=C/c2ccco2)SC1=Nc1ccc(OC)cc1	2	-20	-8	-12	0.8	-68	0.1	27	2.3
37	CN1CCN(C(=O)c2ccccc2-c2nc(-c3ccccc3)no2)CC1	28*	5	14	9	0.4	1	0.5	32	1.6
38	CCC(C)c1ccc(NC(=O)CSc2nncn2N)cc1 (configuration not stated)	1	3	-6	7	0.8	-3	1.0	-1	-0.1
39	CC1CCc2sc(C(=O)N=Nc3c(O)[nH]c4ccccc34)cc2C1 (configuration not stated)	1	29	3	10	0.6	-17	1.6	10	-0.6
40	Cc1ccc(NC2c3ncccc3C(=O)N2c2ccccc2C)cc1C (configuration not stated)	-3	8	-1	14	0.7	-18	1.1	-3	1.2
41	O=C(CSc1cccc2cccnc12)Nc1ccc(S(=O)(=O)N2CCOCC2)cc1	.	-25	16	-5	0.4	12	1.4	-16	-0.5
42	CC(C)CNc1oc(-c2ccco2)nc1C#N	-1	-5	-7	6	0.8	-8	-0.7	-20	-0.3
43	CCOC(=O)N1CCN(C(=O)c2ccc(Cl)c(S(=O)(=O)N3CCOCC3)c2)CC1	-2	7	6	3	-0.5	12	1.1	-16&-7	0.4
44	COc1cc(/C=C(\C#N)C(=O)NC2CCCCC2C)ccc1OS(=O)(=O)c1ccc(C)cc1 (configuration not stated)	2	62	17	5	0.4	19	-0.7	2	1.6
45	CCc1ccc(Cc2cnc(NC(=O)C3=NCCN3)s2)cc1	3	5	-10	-3	1.6	3	0.9	-85	0.8
46	COc1ccc(N=C2SC(C(=O)Nc3ccc(C(=O)O)cc3)CC(=O)N2Cc2cccs2)cc1 (configuration not stated)	.	-3	6	2	0.4	10	1.9	-4	0.8
47	COc1cc(OC)c(C(=O)OCC(=O)NCCc2ccccc2)cc1OC	1	4	-6	-6	0.7	-12	0.3	-2	1.2
48	Cc1ccccc1OCC(=O)Nc1cc(Cl)ccc1Oc1ccccc1	1	16	3	3	0.8	-1	-0.8	52	1.1
49	N=c1nc(-c2ccccc2)ccn1O	4	-4	6	-25	-0.3	4	1.6	25	0.2
50	Cc1cc2cc(CN(Cc3ccco3)C(=O)NCc3ccccc3)c(=O)[nH]c2cc1C	2	44	-3	-20	-0.2	1	0.2	10&-5	-0.1
51	COc1ccc(C2C(C(=O)NCc3ccccn3)CCC(=O)N2c2cc(OC)c(OC)c(OC)c2)cc1 (configuration not stated)	8	-10	-10	10	0.7	-3	-0.3	23	0.6
52	COc1ccc(C2=Nn3c(nnc3-c3cccnc3)SC2)cc1	-5	-9	-6	6	-0.1	-18	0.1	31	1.7
53	FC(F)(F)c1cccc(N2CCN(CC3CC4C=CC3C4)CC2)c1 (configuration not stated)	14	14	-8	-24	0.9	-16	-1.2	11	-0.6
54	O=C(NCc1ccco1)C(=S)N1CCCC1	-10	2	13	-3	0.5	5	-0.3	-2	-0.1
55	CC1Cc2ccccc2N1C(=O)COC(=O)c1ccc(Cl)nc1 (configuration not stated)	-4	-2	1	-8	2.6	-18	3.2	-30	0.0
56	NC(=O)c1sc2cc(C(F)(F)F)cnc2c1-c1ccccc1	-5	21	8	-6	-1.2	15	0.1	-4	1.4
